Tb PGK inh – qHTS Assay to Find Inhibitors of Phosphoglycerate Kinase; PGK/GAPDH coupled, Kinase-Glo luminescence, 60 min; Potency, µM (doses to about 57.5 µM), for the others: at the highest dose activity change, negative = inhibition, hits mostly inhibitors; 380,000 compounds, 0.043% hits; AID 602233, 2012; Phosphoglycerate kinase, glycosomal (Trypanosoma brucei brucei), P07378; note: potency is the fitted concentration of half-maximal effect; % is set by controls: 0 for no effect and ±100 for the full control effect; nearly all actives have a fitted effect of over 60% in size
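Recombinant glycosomal PGK reaction used 1,3-bisphosphoglycerate generated in-well by GAPDH (100nM final) in 100mM TEA pH 7.6, 5mM MgCl2, 0.01% Tween-20. After 60 minutes at room temperature, ATP was read by Kinase-Glo Plus luminescence end-point.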
ERG Ets-DNA blk – qHTS for Small Molecule Inhibitors of the ERG Ets/DNA interaction | fluorescence polarization, His-ERG Ets domain / labelled DNA | 370,000 compounds, 0.028% hits | Potency, µM (titrated, usually from 76.9 µM), inactives show at the top dose FP activity, negative = inhibition, hits mostly inhibitors; active = well fitted inhibition curve with a large enough effect in the polarisation, with a control signal flat; inconclusive = small, poorly fitted or top-dose-only effect, or effect the other way, or a change in a side signal; inactive = no such curve, though single readings can be large or run the other way; the % refers to the polarisation;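 note: polarization taken with two DNA probes labelled with fluorescein and Texas red; potency is the fitted concentration of half-maximal effect; % of control where 0% means no effect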
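His-tagged ERG Ets domain (1 uM in the protein solution; 300mM KCl, 50mM Tris-HCl, 1mM EDTA, 1mM DTT, pH 7.5) received compound, then a probe mix of 5 nM fluorescein-DNA and 100nM Texas-615-DNA. Fluorescence polarization was read for both dyes.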
HP1b chromo inh – HTS for Inhibitors of HP1-beta Chromodomain Interactions with Methylated Histone Tails; Chromobox protein homolog 1 (Homo sapiens), P83916; AlphaScreen HP1-beta / biotin-H3K9me3 peptide binding; Potency, µM (highest dose often 114 µM), inactives show at the highest dose activity change, negative = inhibition, actives largely listed as inhibitors; 390,000 compounds, 0.56% hits; AID 540317, 2011; note: potency is the fitted concentration of half-maximal effect; nearly all actives have a fitted effect of over 70% in size; inactives centre near 23
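AlphaScreen: HP1-beta (50 nM) preformed 30 min with biotin-H3(1-18)K9me3 peptide (50 nM) in PBS pH 7.4, 0.01% Tween-20. Compound added for 30 min at RT, then streptavidin donor/nickel chelate acceptor beads (10 ug/mL) for 30 min.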
BAZ2B block – qHTS Assay for Inhibitors of BAZ2B; Potency, µM (titrated, usually from 114 µM), inactives show at the highest dose activity change, negative = inhibition, usual class: inhibitors; Bromodomain adjacent to zinc finger domain protein 2B (Homo sapiens), Q9UIF8; 360,000 compounds, 4.4% hits; AlphaScreen BAZ2B-H3K14Ac peptide displacement; note: potency is the fitted concentration of half-maximal effect; % is set by controls: 0 for no effect and ±100 for the full control effect; nearly all actives have a fitted effect of over 60% in size
Target sequence (Q9UIF8 whole entry, looked up, the tested form may be a part): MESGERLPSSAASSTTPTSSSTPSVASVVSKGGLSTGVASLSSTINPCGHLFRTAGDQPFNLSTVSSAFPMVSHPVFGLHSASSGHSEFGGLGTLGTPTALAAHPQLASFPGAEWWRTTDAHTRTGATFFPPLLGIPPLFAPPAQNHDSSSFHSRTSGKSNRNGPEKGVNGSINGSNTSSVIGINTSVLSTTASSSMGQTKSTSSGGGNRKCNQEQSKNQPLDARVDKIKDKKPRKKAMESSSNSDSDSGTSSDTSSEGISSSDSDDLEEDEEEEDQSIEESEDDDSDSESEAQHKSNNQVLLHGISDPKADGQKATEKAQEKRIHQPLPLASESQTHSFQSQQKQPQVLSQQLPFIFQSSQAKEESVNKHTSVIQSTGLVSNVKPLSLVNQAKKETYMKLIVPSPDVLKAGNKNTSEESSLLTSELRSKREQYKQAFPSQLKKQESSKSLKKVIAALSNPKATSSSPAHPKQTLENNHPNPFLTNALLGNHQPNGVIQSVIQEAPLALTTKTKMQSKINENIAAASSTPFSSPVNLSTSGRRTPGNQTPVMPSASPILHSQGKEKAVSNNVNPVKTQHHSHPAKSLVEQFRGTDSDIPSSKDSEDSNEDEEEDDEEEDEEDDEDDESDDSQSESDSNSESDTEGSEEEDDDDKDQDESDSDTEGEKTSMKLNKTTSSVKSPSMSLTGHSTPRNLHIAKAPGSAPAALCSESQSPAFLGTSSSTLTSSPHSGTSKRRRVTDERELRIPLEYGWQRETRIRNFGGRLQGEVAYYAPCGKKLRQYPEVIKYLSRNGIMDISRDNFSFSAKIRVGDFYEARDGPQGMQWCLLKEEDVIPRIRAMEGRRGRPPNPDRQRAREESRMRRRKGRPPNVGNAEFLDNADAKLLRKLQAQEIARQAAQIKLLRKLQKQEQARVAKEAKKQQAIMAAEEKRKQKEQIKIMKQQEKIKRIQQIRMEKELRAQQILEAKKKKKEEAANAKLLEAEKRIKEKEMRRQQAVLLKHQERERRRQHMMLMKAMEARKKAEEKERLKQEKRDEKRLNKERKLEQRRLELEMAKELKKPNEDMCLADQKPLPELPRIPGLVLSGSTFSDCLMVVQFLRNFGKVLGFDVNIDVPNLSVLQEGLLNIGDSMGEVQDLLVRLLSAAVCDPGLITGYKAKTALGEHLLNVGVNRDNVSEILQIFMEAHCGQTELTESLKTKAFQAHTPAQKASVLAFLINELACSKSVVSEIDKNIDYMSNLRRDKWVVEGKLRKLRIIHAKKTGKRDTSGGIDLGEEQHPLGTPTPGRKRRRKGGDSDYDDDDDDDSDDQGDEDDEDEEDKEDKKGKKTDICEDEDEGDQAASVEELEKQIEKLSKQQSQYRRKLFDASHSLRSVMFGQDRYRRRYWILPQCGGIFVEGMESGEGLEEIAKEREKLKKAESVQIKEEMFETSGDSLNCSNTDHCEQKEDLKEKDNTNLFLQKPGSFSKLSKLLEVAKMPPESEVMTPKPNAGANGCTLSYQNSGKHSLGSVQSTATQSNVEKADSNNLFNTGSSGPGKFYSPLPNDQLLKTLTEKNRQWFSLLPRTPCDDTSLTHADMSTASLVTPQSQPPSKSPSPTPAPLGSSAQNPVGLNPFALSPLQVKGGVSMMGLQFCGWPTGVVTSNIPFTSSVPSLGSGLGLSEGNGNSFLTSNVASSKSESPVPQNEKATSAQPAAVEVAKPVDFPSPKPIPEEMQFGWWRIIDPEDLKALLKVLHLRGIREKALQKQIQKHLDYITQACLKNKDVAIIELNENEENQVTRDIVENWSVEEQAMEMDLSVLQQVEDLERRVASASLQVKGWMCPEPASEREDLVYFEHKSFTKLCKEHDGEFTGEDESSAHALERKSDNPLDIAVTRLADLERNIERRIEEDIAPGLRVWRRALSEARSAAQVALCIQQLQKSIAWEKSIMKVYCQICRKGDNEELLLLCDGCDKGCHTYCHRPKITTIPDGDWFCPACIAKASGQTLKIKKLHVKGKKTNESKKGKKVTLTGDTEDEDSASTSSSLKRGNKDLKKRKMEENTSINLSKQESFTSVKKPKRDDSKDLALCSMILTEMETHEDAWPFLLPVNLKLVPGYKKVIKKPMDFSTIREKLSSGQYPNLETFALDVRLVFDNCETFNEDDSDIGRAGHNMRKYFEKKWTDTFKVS
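Inhibition is scored as reduced AlphaScreen emission. The BAZ2B/b-H3(5-23)K14Ac complex (50 nM each) in PBS pH 7.4, 0.01% Tween-20 meets compound (up to 110 uM) for 30 min at RT before bead addition.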
PI4K2A inh – qHTS for small molecular inhibitors of PI4K2A. purified PI4K2A, ADP-Glo luminescence, 1 h; hits give low values. activity change, negative = inhibition, % at 76.9 µM. 420,000 compounds, 0.13% hits. Phosphatidylinositol 4-kinase type 2-alpha (Homo sapiens), Q9BTU6; in the data active = activity change below about -50%; inconclusive = mostly about -30% to -49%;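 note: -100% = wells without enzyme as full effect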
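Compounds are screened against recombinant PI4K2A using PI as substrate and ATP, the latter dispensed at 300 microM. Reactions run one hour at ambient temperature before ADP-Glo detection; full inhibition defined by wells lacking enzyme.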
G9a inh – qHTS Assay for Inhibitors of Histone Lysine Methyltransferase G9a; Histone-lysine N-methyltransferase EHMT2 (Homo sapiens), Q96KQ7; AID 504332, 2011; G9a H3K9 monomethylation, AlphaScreen, 2 h; Potency, µM (series often up to 102 µM), for inactives: top-dose activity, negative = inhibition, usual class: inhibitors; 350,000 compounds, 8.8% hits; note: potency is the fitted concentration of half-maximal effect; % is set by controls: 0 for no effect and ±100 for the full control effect; nearly all actives have a fitted effect of over 75% in size
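AlphaScreen detection with an anti-monomethyl H3K9 antibody quantified product after a 2 h room-temperature reaction containing 500 nM biotinylated H3K9 peptide, 20 µM SAM and 20 nM enzyme, which had been preincubated 15 min with compound.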
JMJD2A Tudor inh – qHTS Assay for Inhibitors of JMJD2A-Tudor Domain; 390,000 compounds, 4.4% hits; Potency, µM (doses to about 114 µM), inactives show top-dose activity change, negative = inhibition, usual class: inhibitors; Lysine-specific demethylase 4A (Homo sapiens), O75164; AID 504339, 2011; AlphaScreen JMJD2A-Tudor / H3K4me3 peptide binding; note: potency is the fitted concentration of half-maximal effect; % is set by controls: 0 for no effect and ±100 for the full control effect; nearly all actives have a fitted effect of over 50% in size
GLS inh – qHTS for Inhibitors of Glutaminase (GLS). Glutaminase kidney isoform, mitochondrial (Homo sapiens), O94925. GLS enzymatic activity, qHTS titration. Potency, µM (doses to about 45.5 µM), inactives show at the highest dose activity change, negative = inhibition, actives largely listed as inhibitors. 410,000 compounds, 0.21% hits. AID 624170, 2012; note: potency is the fitted concentration of half-maximal effect; % is set by controls: 0 for no effect and ±100 for the full control effect
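Coupled fluorescence readout: glutamate oxidase/HRP/Amplex Red detect glutamate formed by hKGA from L-glutamine (1 mM solution added). Buffer 45 mM KH2PO4 pH 8.2, 0.02% Tween-20; reads at t0 and 30 min RT.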
Pin1 inhibitor – qHTS Assay to Find Inhibitors of Pin1. Potency, µM (doses to about 115 µM), for inactives: at the highest dose activity, negative = inhibition, actives largely listed as inhibitors. Peptidyl-prolyl cis-trans isomerase NIMA-interacting 1 (Homo sapiens), Q13526. Pin1 FP peptide displacement, HiFluor488, 10 min. 390,000 compounds, 0.009% hits; active = well fitted inhibition curve with a large enough effect in the polarisation, with a control signal flat, not every such curve was filed as active; inconclusive = small, poorly fitted or top-dose-only effect, or effect the other way, or a change in a side signal; inactive = no such curve, though single readings can be large or run the other way; the % refers to the polarisation; note: potency is the fitted concentration of half-maximal effect; % is set by controls: 0 for no effect and ±100 for the full control effect
* marks the source's active call; other numbers are inactive results; i = inactive; ? = inconclusive; · = not tested or not shown; [ ] = another dose, or the depositor's remark. Unless noted, calls come from the whole dose curve; as a rule, active = well fitted curve in the direction sought with a large enough effect; inconclusive = small, poorly fitted or top-dose-only effect, or another doubt; inactive = no such curve, though single readings can be large; an effect the other way counts as inactive or inconclusive.

Tb PGK inh	ERG Ets-DNA blk	HP1b chromo inh	BAZ2B block	PI4K2A inh	G9a inh	JMJD2A Tudor inh	GLS inh	Pin1 inhibitor	Compound
-8%	3%	-9%	-12%	3	-3%[59 µM]	-31%	1%	?	Cc1cc(NC(=O)/C(C#N)=C/c2ccc(-c3cccc(C(F)(F)F)c3)o2)n(-c2ccccc2)n1
8%	0%	34%[activator]	-10%	-1	-34%[59 µM]	-11%	0%	-6%	CC(=O)c1ccc(N2C(=O)Nc3ccccc3S2(=O)=O)cc1
-7%	15%	11%	-23%	-7	9%	-22%	6%	3%	COc1ccc(NC(=O)c2ccc(Cl)c(S(=O)(=O)NCC3CCCO3)c2)c(OC)c1 (centres undefined)
i	-2%	-17%	-15%	-7	4µM*	-8%	?	9%	COC(=O)c1c(-c2cccs2)csc1NC(=O)COc1ccc(C(C)(C)C)cc1
-3%	-12%	18%[57 µM]	0%	0	-11%	-4%	1%	2%	Cc1cc(NC(=O)Cn2c(=O)oc3ccc(Cl)cc32)no1
-1%	-21%	25%	?	2	50µM*	-10%	15%	-7%	COc1ccc(C2C(C(C)=O)=C(O)C(=O)N2CCCn2ccnc2)cc1OC (centres undefined)
·	-8%	?	-99%	-23	45µM*	45µM*	10%	-8%	Cc1ccccc1CSCC(=O)NC(=O)NCc1ccco1
-3%	-3%	44%[activator]	-3%	5	-7%	-13%	7%	?	Cc1cccc(C)c1OCCOC(=O)c1n[nH]c2ccccc12
i	-3%	17%	·	-1	·	-27%	-1%	7%	CC(C)=CCC/C(C)=C/CNC(=O)C[C@H]1C[C@H](C(=O)N2CCCCC2)[C@@]2(CCc3ccccc3)c3[nH]c4cc(CCC(=O)N(C)C)ccc4c3CCN2C1=O
-4%	9%	46%[activator]	26%	2	13%	-14%	-17%	-3%	COc1ccccc1CNc1ncnc2nc[nH]c12
-2%	-1%	28%	10%	6	1%[12.7 µM]	-7%	-10%	-3%	COCCNC(=O)C(c1ccco1)N(C(=O)Cn1nnc2ccccc21)c1cccc(C)c1C (centres undefined)
5%	-4%	41%[activator]	5%	3	-11%[59 µM]	-6%	4%	-14%	COc1ccc(NC(=O)c2cc3c([nH]c4ccccc43)c(C)n2)cc1
·	12%	30%	2%	2	1%[59 µM]	1%	-6%	-1%	N=c1ccn(CC(=O)NC(N)=O)c2ccccc12
5%	-4%	10%	-6%	7	-7%[59 µM]	-4%[11.4 µM]	7%	-2%	O=C(O)CCCN=CC1=C(O)C(C(=O)c2ccccc2)CCC1=O (centres undefined)
i	2%	28%	-3%	-2	10%[59 µM]	-14%	3%	-4%	COc1ccc(C(=O)c2oc3ccc(Br)cc3c2NC(C)=O)cc1
-5%	-13%	43%[activator]	-5%	2	64%[activator]	0%	-1%	-3%	Cc1ccc(Cn2ccsc2=NC(=O)COC(=O)C(C)C)cc1
1%	7%	10%	-35%	-14	13%[59 µM]	-18%	16%	23%	O=C(Cc1cccc2ccccc12)N/N=C/c1ccc(OC(=O)/C=C/c2ccco2)cc1
-6%	9%	?	·	-8	·	?	-2%	20%	CCc1cc[n+](C(C(=S)Nc2cccc(C)c2)=C([O-])c2ccc(C)c([N+](=O)[O-])c2)cc1
-2%	-2%	42%[activator]	-3%	1	·	-5%	-2%	0%	Cc1ccc(N(C(=O)CCC(=O)Nc2nccs2)C(C(=O)NC(C)(C)C)c2ccc(O)cc2)cc1 (centres undefined)
-7%	?	4.5µM*	·	-4	2.5µM*	7.1µM*	-3%	-3%	CC(C)N=c1cc2n(-c3ccc(Cl)cc3)c3ccccc3nc-2cc1Nc1ccc(Cl)cc1
-9%	13%	16%	-1%	-4	·	-10%	2%	-3%	O=C(O)C1CCCCC1C(=O)Nc1cc(C(F)(F)F)ccc1Cl (centres undefined)
i	2%	14%	-2%	-1	?	-12%	20%	-4%	OC(Cn1ccnc1)c1ccc(Cl)cc1Cl (centres undefined)
3%	4%	15%	7%	6	0%[12.7 µM]	-18%	22%	15%	Cc1ccc2oc(C(=O)Nc3nnc(C)s3)c(C)c2c1
0%	-13%	-8%	·	7	·	-21%	-13%	6%	O=C(O)c1ccccc1C(=O)N1CCN(S(=O)(=O)c2cccc(C(F)(F)F)c2)CC1
-6%	4%	7%	-6%	0	33%[12.7 µM]	-30%	18%	?	CC(C)(C)c1ccc(C(=O)CC(=O)c2cc(Cl)ccc2O)cc1
3%	·	28%	-3%	-7	-12%[59 µM]	-11%	1%	-4%	CC1CN(Cc2nc3c(c(=O)[nH]c(=O)n3C)n2CCCc2ccccc2)CC(C)O1 (centres undefined)
-7%	-3%	53%[activator]	-8%	-7	1%[12.7 µM]	11%	-4%	33%[activator]	Cc1cc(C)c(OC2(c3ccccc3)OC(=O)c3ccccc32)c(C)c1 (centres undefined)
-10%	9%	0%	?	-7	2%	-16%	17%	1%	COc1ccc(C(CNC(=O)CCOc2ccccc2)N(C)C)cc1 (centres undefined)
0%	4%	26%	2%	-7	3%[59 µM]	-9%	10%	0%	O=C(c1ccco1)n1nc(NCc2ccccc2)nc1NCc1ccccc1
-5%	4%	-14%	50µM*	10	0.79µM*	?	-31%	4%	Cc1ccc(NC(=O)CNc2ccc(OC(C)C)cc2)cc1
-2%	-2%	16%	12%	1	-1%[59 µM]	-8%	6%	3%	O=C(Nc1ccccc1NC(=O)NC1CCCCC1)NC1CCCCC1
-2%	5%	2%	-21%	0	-4%[59 µM]	-2%	-3%	24%	CCOC(=O)c1c(C)[nH]c(C(=O)OCC(=O)N(C)c2c(N)n(Cc3ccccc3)c(=O)[nH]c2=O)c1C
7%	-1%	13%	-28%	1	2%[59 µM]	-30%	7%	-4%	Cc1c2cnn(-c3ccccc3)c(=O)c2c(C)n1CCCC(=O)Nc1cc(F)ccc1F
-11%	-9%	27%	-15%	7	11%	-21%	1%	1%	CCn1cc(CN2CCCC(C(=O)Nc3ccc(-c4nc5ccccc5[nH]4)cc3)C2)c(C)n1 (centres undefined)
i	8%	-1%	-26%	2	?	-27%	0%	-6%	Cc1ccc2c(c1)C1CN(C)CCC1N2C(=S)Nc1ccc(OC(F)F)cc1 (centres undefined)
?	-9%	8%	?	-12	-10%[59 µM]	56µM*	-5%	-3%	O=C(CSc1nc(NS(=O)(=O)c2ccccc2)cc(=O)[nH]1)Nc1ccc(F)cc1
-2%	-6%	-10%	-6%	4	-18%	-18%	2%	-13%	CCOC(=O)c1ccccc1NC(=O)CSc1nc(N)cc(=O)[nH]1
i	15%	20%	-20%	0	?	-28%	29%	-1%	Cc1ccc(OCc2n[nH]c(=S)n2Cc2ccccc2)cc1
i	-10%	45%[activator]	5%	-1	-33%	-1%	-10%	1%	Cn1c(=O)c2c(ncn2CC(=O)OCC(=O)NCCc2ccccc2)n(C)c1=O
i	-5%	15%	5%	-3	10%[59 µM]	-7%	0%	-2%	C/C(CC(=O)N(C(C)C)C(C)C)=N\NC(=O)COc1ccc(Br)cc1Br
8%	-2%	30%[activator]	-1%	-1	·	13%	-8%	14%	COC(=O)[C@H](CC(C)C)NC(=O)NCc1ccc(Cl)cc1
i	2%	?	·	2	·	1.3µM*	4%	-12%	Cc1ccc(S(=O)(=O)N2CCOCC2)cc1NC(=O)CNC(C)c1ccccc1 (centres undefined)
-13%	6%	48%[activator]	1%	4	12%[0.501 µM]	-10%	0%	-12%	Cc1cccc(NC(=O)Cc2ccc(Br)cc2)n1
9%	3%	35%	-11%	2	-3%	-4%	3%	2%	Cc1ccc(NC(=O)C(C)N2C(=O)c3ccccc3C2=O)cc1S(=O)(=O)N1CCOCC1 (centres undefined)
-2%	-2%	2%	4%	-7	-3%[59 µM]	-31%	1%	0%	CCCCC1(C)Cc2ccccc2C(=S)N1 (centres undefined)

Some of the entries so far, field by field.
> Cc1ccc(OCc2n[nH]c(=S)n2Cc2ccccc2)cc1
  Tb PGK inh: i; ERG Ets-DNA blk: 15%; HP1b chromo inh: 20%; BAZ2B block: -20%; PI4K2A inh: 0; G9a inh: ?; JMJD2A Tudor inh: -28%; GLS inh: 29%; Pin1 inhibitor: -1%
> Cn1c(=O)c2c(ncn2CC(=O)OCC(=O)NCCc2ccccc2)n(C)c1=O
  Tb PGK inh: i; ERG Ets-DNA blk: -10%; HP1b chromo inh: 45%[activator]; BAZ2B block: 5%; PI4K2A inh: -1; G9a inh: -33%; JMJD2A Tudor inh: -1%; GLS inh: -10%; Pin1 inhibitor: 1%

Source: PubChem
